HIV RNase H inh: blocks HIV-1 RNase H cleavage of RNA/DNA duplex. RT-RNase H RNA/DNA duplex cleavage, fluorescence. 1.9% of 65,000 active. P04585. inhibition, % at 10 µM; in the data active = inhibition above about 50%
RmlC RmlD mix: mixture blocks RmlC and RmlD coupled enzyme activity. RmlC/RmlD coupled enzyme inhibition, 384-well mixture HTS. inhibition, % at 5.5 µM. 0.39% of 110,000 active. AID 1532; in the data active = inhibition above about 30%, passing the limit was not always enough; note: strong numbers were not always called active
The depositor's hits bear a star; · = not tested or not shown.

SMILES	HIV RNase H inh	RmlC RmlD mix
Cc1ccc(S(=O)(=O)Nc2cc(C(=O)NCCN3CCCC3)ccc2N2CCCCC2)cc1	-1	·
CCOC(=O)N1CCN(CC(O)COC(CC)c2ccccc2)CC1 (configuration not stated)	-20	2
C=CCNC(=O)c1ccc2c(c1)nnn2C	-5	5
COc1ccccc1N1CSC2=C(C#N)C(c3ccc(SC)cc3)CC(=O)N2C1 (configuration not stated)	81*	-2
CCOc1ccc(NC(=S)NC(=O)/C=C/c2ccc(OC)c(OC)c2)c([N+](=O)[O-])c1	·	8
COC(=O)Sc1nc(N2CCOCC2)c2c(c1C#N)CC(C)(C)OC2	39	-12
CCOC(=O)c1c(-c2ccc(C)o2)csc1NC(=O)CN(C)CC(=O)Nc1ccc(C)cc1	·	-10
Cn1c(=O)c2cn(-c3ccccc3)cc2n(C)c1=O	·	-63
CN1C(=O)SC(Nc2cccc3ccccc23)C1=O (configuration not stated)	·	-2
CCCc1cc(C(=O)Nc2cc(Br)ccc2O)no1	14	8
O=C1c2cccc3c(N4CCCCC4)ccc(c23)C(=O)N1c1ccccn1	-7	·
CCOc1ccccc1N1CCN(C(=O)c2c(C)noc2C)CC1	-7	7
CC(=O)NCC(=O)OCC(=O)c1ccc(C)c(C)c1	-11	3
CCO/C=C1/C(=O)N(CC)c2ccccc21	-14	·
O=C(NCC1CCCO1)C1CCC(=O)N1Cc1ccccc1Cl (configuration not stated)	-33	3
COc1cc(CC(NC(C)=O)C(=O)NC2CCN(c3nc(C)cc(C)c3C#N)CC2)cc(OC)c1 (configuration not stated)	-12	·
COc1ccc(OC)c(S(=O)(=O)N2CCC(C(=O)Nc3ccc(C)c(C)c3)CC2)c1	-12	-11
CC(C)N(c1ccccc1)c1ccc(NC(=O)C2CCCO2)cc1 (configuration not stated)	-6	8
O=C(CCl)c1ccc(Cc2ncc(C(F)(F)F)cc2Cl)s1	·	2
COc1ccc(-c2nc(SCC(=O)Nc3cc(C)on3)n[nH]2)cc1	·	2

A section of the results above, for reference:
SMILES	HIV RNase H inh	RmlC RmlD mix
CCCc1cc(C(=O)Nc2cc(Br)ccc2O)no1	14	8
O=C1c2cccc3c(N4CCCCC4)ccc(c23)C(=O)N1c1ccccn1	-7	·
CCOc1ccccc1N1CCN(C(=O)c2c(C)noc2C)CC1	-7	7
CC(=O)NCC(=O)OCC(=O)c1ccc(C)c(C)c1	-11	3
CCO/C=C1/C(=O)N(CC)c2ccccc21	-14	·
O=C(NCC1CCCO1)C1CCC(=O)N1Cc1ccccc1Cl (configuration not stated)	-33	3
COc1cc(CC(NC(C)=O)C(=O)NC2CCN(c3nc(C)cc(C)c3C#N)CC2)cc(OC)c1 (configuration not stated)	-12	·

Carrying on:
SMILES	HIV RNase H inh	RmlC RmlD mix
CCOC(=O)N1CCN(C(=O)CN(C2CCCCC2)S(C)(=O)=O)CC1	-1	-10
C=CCn1c(SCc2nc3ccccc3[nH]2)nnc1-c1ccc(OC)cc1	·	-4
CN(CC(=O)Nc1ccc(F)c(F)c1)S(=O)(=O)c1cccc2nsnc12	-14	-14
O=C(NCc1ccco1)c1ccc(N2CCCC2=O)cc1	-8	10
COc1nc(-c2ccccc2)ccc1-c1noc(COc2ccccc2)n1	-3	-32
C=CCn1c(SCC(=O)/C(C#N)=C(\C)N)nc2sc(CC)cc2c1=O	-15	·
CC(C)OCC(O)CS(=O)(=O)Cc1ccccc1 (configuration not stated)	·	-13
CC(=O)c1c(C)oc2ccc(O)c(CN3CCOCC3)c12	·	3
O=C(CCn1nnc(-c2cccs2)n1)NCc1ccccc1Cl	-11	13
CCN(CC)CCCn1c(C)cc2c(c1=O)C(c1ccccc1)C(C#N)=C(N)O2 (configuration not stated)	-2	8
Nc1nc(CN2CCN(c3ccccc3)CC2)nc(N2CCCc3ccccc32)n1	-5	-21
CC(=O)c1c(C)[nH]c(C(=O)CSc2nc3ccccc3n2C)c1C	·	-14
O=C(c1cc2ccccc2oc1=O)N(Cc1ccccc1)CC1CCCO1 (configuration not stated)	·	19
COc1cccc(NC(=O)CSc2nnc(-c3cccc(OC(C)C)c3)n2N)c1	8	4
Cc1ccc(CNC(=O)CN2C(=O)C3(OCCCO3)c3ccccc32)cc1	-11	-9
CN1CCN(c2ccccc2NS(=O)(=O)c2ccc3c(c2)CCN3C(=O)C2CCC2)CC1	-4	-8
C/C=C/C=C/C(=O)N1CC[C@]23c4ccccc4N[C@H]4N(C)c5cccc6c5[C@]42CCN([C@H]6C2OC2(C)C)[C@H]13 (some centres not stated)	·	66
O=C(CN(Cc1cccs1)C(=O)CNS(=O)(=O)c1ccc(F)cc1)NCc1ccco1	4	8
O=C(CC(O)(C(F)(F)F)C(F)(F)F)Nc1ccc(Cl)c(Cl)c1	·	-35
CCCCNC(=O)CSc1nc2ccsc2c(=O)n1C1CCN(C(=O)OCC)CC1	·	-7

Next section (two carried over from the part before).
SMILES	HIV RNase H inh	RmlC RmlD mix
O=C(CC(O)(C(F)(F)F)C(F)(F)F)Nc1ccc(Cl)c(Cl)c1	·	-35
CCCCNC(=O)CSc1nc2ccsc2c(=O)n1C1CCN(C(=O)OCC)CC1	·	-7
CC(NC(=S)NCCc1ccccc1)C(c1cccs1)N1CCN(Cc2ccccc2)CC1 (configuration not stated)	·	-11
O=C(/C(=C/O)N=Nc1ccccc1)c1ccncc1	·	34
CCOC(=O)N1CCN(C(=O)c2ccc3nc(N4CCCCC4)sc3c2)CC1	-22	7
O=C1CC(c2ccc(S(=O)(=O)NCc3ccccc3)cc2)CN1 (configuration not stated)	-3	-12
CCCCn1nnnc1NCc1cccs1	-5	-10
O=C(COC(=O)CNS(=O)(=O)c1ccccc1)Nc1ccc(Cl)cn1	·	30
CCOC(=O)C1CCN(C(=O)CSc2ccc(Cl)cc2)CC1	·	12
CC(=O)N1CCc2cc3nc(C)cc(C)c3cc21	-31	·
CCOC(=O)Cn1c(CN2CCOCC2)nc2c1c(=O)n(C)c(=O)n2C	-5	-8
CC12CN(C(=O)c3ccc(Cl)cc3)C3(C#N)CC1CCC23C (configuration not stated)	·	12
CC(C)c1ccc(NC(=O)C2CCCCC2C(=O)O)cc1 (configuration not stated)	-9	·
CCN(CC)CCN1C(=O)c2ccccc2NC1c1cc(OC)c(OC)c(OC)c1 (configuration not stated)	0	0
CN(C)CCNc1ncnc2ccccc12	-49	-1
CCN(CC)CCN1C(=O)C(=O)/C(=C(/O)c2ccccc2)C1c1ccccc1F (configuration not stated)	-4	-11
CC(C)(CO)NCc1ccccc1OCC(=O)Nc1ccccc1	-2	14
CC(=O)Nc1nc(C)nc(C)c1C(C)=O	-10	2
Cc1ccccc1-c1ccc(=O)n(CC(=O)Nc2ccc(N3CCOCC3)cc2)n1	-23	-18
COC(=O)c1ccc(N)cc1O	·	6
CCCCCN(C(=O)NC(=O)Nn1cnnc1)S(C)(=O)=O	-16	-9
N#Cc1c(=O)c2nc(NCc3ccccc3)ncc2n2ccccc12	·	1
O=C(CCCC(=O)OCC(=O)c1cccs1)Nc1ccc(Oc2ccccc2)cc1	·	-18
CN(C)C(=O)CN(C)S(=O)(=O)c1ccc(Cl)cc1	-5	8
CCn1c(C)c(C(C)=O)c(N2CCCCC2)nc1=S	-2	3
COc1ccccc1NC(=O)CC1COc2ccccc2O1 (configuration not stated)	·	9
CCCCNC(=O)[C@@H]1CC=C[C@@H]2CCN(C3CC3)C(=O)[C@@H]21	·	-5
CCN(CCO)C(=O)C12CCC(C)(C(=O)C1)C2(C)C (configuration not stated)	-11	20
NCC(O)COCCC12CC3CC(CC(C3)C1)C2 (configuration not stated)	9	-15
Cn1ccnc1SCCC#N	-7	4
CCC(=O)N1CCc2cc(S(=O)(=O)NC(C(=O)NCc3ccccc3)C(C)C)ccc21 (configuration not stated)	-13	5
CN(C)c1ccc(/C(=N\O)C(F)(F)F)cc1	-20	-41
CCC1(CC)C(=O)C2=C3C1[C@H](C(=O)OC)CC(C(=O)OC)C[C@H]3n1c(=O)n(-c3ccccc3)c(=O)n1[C@H]2C (some centres not stated)	·	5
CCOc1ccc(CNC(=O)CCCOc2cc(=O)n(C)c3ccccc23)cc1	·	-16
CCN(CC)CCOc1ccc2c(c1)C(=NO)c1cc(OCCN(CC)CC)ccc1-2	·	-26
CCN1C=C(Cc2cccs2)C2=C(C1)C(c1cccs1)C(C#N)=C(N)O2 (configuration not stated)	2	-11
CCN1C(=O)N(C)[C@@H](c2ccccc2)C(C(=O)OC)=C1C	·	12
COc1ccc(Cn2c(SCc3cc(C)ccc3C)nc3cc(OC)c(OC)cc3c2=N)cc1	·	-12
CCC1=C(OC(=O)N(CC)CC)N2C(=O)OC(=NCC(=O)OC)[C@]2(C)[C@H]2C1=CC[C@H]1C(=O)N(CC(=O)OC)C(=O)[C@H]12	·	-5
Cc1ccc(N2CCN(c3ccc(C)cc3)C(CC(=O)O)C2=O)cc1 (configuration not stated)	-4	0
CCN(CC)S(=O)(=O)c1ccc(S(=O)(=O)N2CCCC2C(=O)O)cc1 (configuration not stated)	·	-10
Fc1cc(F)c2nc(N3CCOCC3)sc2c1	-21	·

5 compounds out of the list, arranged by length of the SMILES, largest number first.
SMILES	HIV RNase H inh	RmlC RmlD mix
CCOc1ccc(CNC(=O)CCCOc2cc(=O)n(C)c3ccccc23)cc1	·	-16
Cc1ccc(N2CCN(c3ccc(C)cc3)C(CC(=O)O)C2=O)cc1 (configuration not stated)	-4	0
CN(C)c1ccc(/C(=N\O)C(F)(F)F)cc1	-20	-41
NCC(O)COCCC12CC3CC(CC(C3)C1)C2 (configuration not stated)	9	-15
Fc1cc(F)c2nc(N3CCOCC3)sc2c1	-21	·

(continued)
SMILES	HIV RNase H inh	RmlC RmlD mix
CCOc1ccc(C(=O)NCC(=O)OCC(=O)N2CCC(C)CC2)cc1	·	7
Nc1nc(F)nc2c1ncn2[C@@H]1O[C@H](CO)[C@@H](O)[C@H]1O	·	-7
CCCc1cc(=O)n2c([nH]c3ccccc32)c1C#N	·	39*
CC(=O)N[C@H]1C[C@@H]1c1ccccc1	-4	-15
COc1ccc(-c2nc(C#N)c(N3CCOCC3)o2)cc1OC	-20	26
Cc1nn(-c2ccccc2)c(C)c1CCC(=O)O	-1	4
c1ccc(Cc2nnc(-c3ccccc3)o2)cc1	-39	5
CC(C)Oc1ccc(Cc2c(O)nc(NCCCN(C)C)[nH]c2=O)cc1	-4	·
Cc1cccc(C(=O)N2CCN(c3ccc(C(F)(F)F)cn3)CC2)c1C	·	10
CCOC(=O)c1ccc(NC(=O)CCc2nc(-c3ccccc3Cl)no2)cc1	-5	6
CC(=O)Nc1sc(NC(=O)c2ccccc2)nc1-c1cccs1	9	-9
O=C(CCNc1cc(Cl)cc(Cl)c1)c1cccs1	·	7
COc1cccc(C2=CC(=O)CCC2)c1OC	·	5
Cc1ccc(NC(=O)CCSCCC(=O)Nc2ccc(C)c(C)c2)cc1C	·	-21
Cc1sc2nc(C)n(/N=C/c3ccccc3O)c(=O)c2c1C	·	6
C=CCSc1nc2sc3c(c2c(=O)n1CC)CCc1ccccc1-3	·	-5
CC(=O)c1cccc(N(CC(=O)Nc2cccnc2)S(C)(=O)=O)c1	-5	10
N#CC1=C(Nc2ccccc2)SC=C(c2ccc(Br)cc2)N=C1N1CCOCC1	·	7
COc1ccc(-c2[nH]c(-c3ccc(C)cc3)nc2SCC(=O)NC2CCCC2)cc1	·	-4
O=C(Oc1ccccc1-c1nnco1)c1ccccc1	·	6
Cc1ccc(C(=O)N(CN2CCCC2=O)c2ccccc2)cc1C	-12	0
CCOC(=O)c1cc2c(n(-c3ccccc3)c1=O)CC(C)(C)CC2=O	-4	-9
COc1cc(/C=N\Nc2nc3ccccc3o2)cc(OC)c1OC	·	-9
O=C(CS(=O)(=O)c1cn(Cc2ccccc2Cl)c2ccccc12)N1CCOCC1	·	4
CCOC(=O)C1CCN(CC(O)COc2ccc(C(C)=O)cc2)CC1 (configuration not stated)	-10	-10
Cc1ccccc1-n1c(=O)cc(N2CCN(C(=O)c3ccco3)CC2)[nH]c1=O	-3	-104
CC(C)(CN=C1NS(=O)(=O)c2ccccc21)CNC(=O)CN1C(=O)c2ccccc2C1=O	0	9
Cc1ccc(C(=O)CC(=O)c2cc(Cl)ccc2O)cc1	·	-10
C=CCSc1n[nH]c(-c2ccccc2)n1	·	-7
Cc1cc(C)c2nc(N3CCCC(C(=O)NCCCN4CCOCC4)C3)sc2c1 (configuration not stated)	·	-9
CCOC(=O)CN1C(=O)C(O)(c2c(C)[nH]c3ccccc23)c2ccccc21 (configuration not stated)	6	·
C=CCn1c(O)c(C=NCCCOc2ccc(CC)cc2)c(=O)[nH]c1=S	·	15
CC(=O)[C@H]1[C@H](CCc2ccccc2)NC(=O)N(Cc2ccccc2)[C@@H]1C	·	9
CC1(C)CC(=O)c2cc(C(=O)O)c(=O)n(-c3ccccc3)c2C1	·	12
COc1ccc(/C(N)=C/C(=O)C(C)(C)C)cc1	-14	-12
Cc1ccccc1N/C(SCc1ccc(Cl)cc1)=C(/C#N)C(=O)NCc1ccco1	·	-123
O=C(CCCC(=O)N(CC(=O)NC1CCCC1)Cc1ccccc1Cl)Nc1ccccn1	-15	-5
O=c1[nH]c2cc3c(cc2cc1CN(CC1CCCO1)S(=O)(=O)c1ccc(Cl)cc1)OCCO3 (configuration not stated)	24	3
Cn1c(=O)c2c(ncn2CC(COCc2ccc(Cl)cc2)OCc2ccc(Cl)cc2)n(C)c1=O (configuration not stated)	·	5
Cn1c(=O)[nH]c(=O)c2c1nc(N1CCN(CCO)CC1)n2CCSc1nc2ccccc2s1	3	-10
Nc1cc(=O)nc(SCC(=O)NCc2ccccc2)n1CCc1ccccc1	·	-9
CCOC(=O)N1CCC(N2CC34C=CC(O3)C(C(=O)O)C4C2=O)CC1 (configuration not stated)	1	17
CC(=O)Nc1cccc2c1C(=O)NC2=O	-7	-13
CCOC(=O)c1cnn(CCOC(=O)c2cccs2)c1NC(=O)c1cccs1	-10	7
CCn1nnnc1SCC(=O)Nc1sc(C)c(C)c1C#N	·	-13
Cc1cccc(NC(=O)c2nc[nH]c2C(=O)N[C@@H](Cc2ccccc2)C(=O)OCc2ccccc2)c1	·	5
C=CCSc1ncccc1C(=O)O	-1	-1

Source: PubChem BioAssay (several laboratories)

The list is partial; rates above refer to the full screens.
